Glioma ERSR ind – qHTS for Inducers of the Endoplasmic Reticulum Stress Response (ERSR) in Human Glioma: qHTS; U87-MG GRP78 promoter luciferase reporter, 16 h; Potency, µM, inactives show at the highest dose activation, hits mostly activators; hit rate 0.02% among 420,000; AID 602332, 2012; also: potency is read from the fitted curve at half-maximal effect; series mostly up to about 76 µM; % of control where 0% means no effect; nearly all actives have a fitted effect of over 35% in size
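Stably transfected U87-MG human glioma cells carrying a GRP78-based luminescent sensor were seeded at 1000 cells/well, pin-dosed with compounds and incubated 16 h. Luciferase reagent was then added, and end-point luminescence was read after 10 min at room temperature.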
LDHA block – qHTS assay for inhibitors of human lactate dehydrogenase; activity change, % (values are at about 110 or 230 µM); L-lactate dehydrogenase A chain (Homo sapiens), P00338; purified LDHA, NADH/diaphorase-resazurin fluorescence; hits give low values; AID 1347041, 2019; hit rate 0.15% among 480,000; in the data active = activity change below about -30%; inconclusive = mostly about -25% to -30%;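 also: plate controls were DMSO wells for no effect and wells without enzyme for full effect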
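Human LDH5 at 2 nM final in Tris HCl pH 7.4 with 0.06 mM NADH and 0.2 mM pyruvate, reacted 5 minutes at room temperature. Remaining NADH coupled via diaphorase/resazurin; resorufin fluorescence read at 0 and 20 minutes, normalized to enzyme-free and DMSO wells.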
D1 antagonist – Antagonist of Human D 1 Dopamine Receptor: qHTS; activity change, negative = inhibition, % at 10 µM; HEK293 TREx D1 cells, calcium flux, dopamine EC80; hits give low values; hit rate 3.2% among 360,000; in the data active = activity change below about -30%; also: % is scaled to controls: 0 for no effect and ±100 for the full control effect
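Kinetic fluorescence of a calcium dye serves as the read-out. D1-expressing Hek293 Trex cells, induced overnight at 30 C, are exposed to compound for 180 s before an EC80 dopamine addition, then read 180 s further.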
D1 ag – Allosteric Agonists of the Human D1 Dopamine Receptor: qHTS; D(1A) dopamine receptor (Homo sapiens), P21728; HEK293 T-REx D1 cells, calcium flux, agonist mode; activation, % at 2 µM; hit rate 1% among 360,000; in the data active = activation above about 30%; also: 0% is about no effect
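Tetracycline-induced HEK293 TREx D1 cells, force-coupled to calcium signalling, were dye-loaded with a no-wash calcium kit. Compound was pin-added after a 10 s baseline. Fluorescence was read kinetically at 1 cycle/s for 180 s, with calcium rises flagged as agonism.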
D2 PAM – HTS Assay for Positive Allosteric Modulators of the Human D2 Dopamine Receptor: Primary Screen for Potentiators. HEK293 T-REx D2, calcium flux, EC20 dopamine potentiation. hit rate 0.34% among 340,000. potentiation, % at 10 µM. D(2) dopamine receptor (Homo sapiens), P14416;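 active = potentiation over 3 SD above the plate norm, cut at about 30% in these data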; also: 0% is about no effect
Target sequence (P14416 whole entry, looked up): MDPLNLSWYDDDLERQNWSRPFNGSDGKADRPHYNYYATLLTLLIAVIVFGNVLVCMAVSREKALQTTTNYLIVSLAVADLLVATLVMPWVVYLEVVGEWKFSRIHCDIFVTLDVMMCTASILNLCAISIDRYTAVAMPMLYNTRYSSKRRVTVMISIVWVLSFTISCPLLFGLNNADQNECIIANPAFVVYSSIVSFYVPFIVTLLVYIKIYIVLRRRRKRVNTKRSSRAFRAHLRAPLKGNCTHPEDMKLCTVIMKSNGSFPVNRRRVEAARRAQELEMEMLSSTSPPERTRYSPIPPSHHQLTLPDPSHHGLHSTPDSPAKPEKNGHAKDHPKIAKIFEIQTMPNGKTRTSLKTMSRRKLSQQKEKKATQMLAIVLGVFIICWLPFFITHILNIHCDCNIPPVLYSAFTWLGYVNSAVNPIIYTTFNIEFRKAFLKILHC
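Using a no-wash calcium dye in inducible, force-coupled HEK293 Trex cells expressing D2, we tracked fluorescence each second for 180 s after compound, then for 180 s after EC20 dopamine to detect augmented signalling.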
RXFP1 ag – qHTS Assay for Agonists of the Relaxin Receptor RXFP1; Relaxin receptor 1 (Homo sapiens), Q9HBX9; HEK293T-RXFP1 cAMP TR-FRET, 30 min; response scale: percent of porcine relaxin response, buffer zero; Potency, µM (titrated, usually from 57.5 µM), for the others: at the top dose activation, usual class: activators; hit rate 0.3% among 370,000; also: potency is read from the fitted curve at half-maximal effect; % is scaled to controls: 0 for no effect and ±100 for the full control effect; nearly all actives have a fitted effect of over 60% in size; many of its hits are not listed in these tables
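Agonist response is measured as cAMP accumulation in an RXFP1-transfected HEK293T line under PDE4 inhibition. Values are scaled between buffer-only and 29 nM porcine relaxin, and EC50s come from standard Hill equation fits.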
Vif-A3G inh – qHTS for Inhibitors of Vif-A3G Interactions: qHTS. DNA dC->dU-editing enzyme APOBEC-3G (Homo sapiens), Q9HC16. AID 602310, 2012. hit rate 0.076% among 410,000. Potency, µM (top dose mostly 46.1 µM), for inactives: at the top dose activity, negative = active, usual class: inhibitors. HeLa A3G-eYFP + Vif (tagged APOBEC3G with the HIV-1 protein that degrades it), YFP fluorescence, overnight;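 also: potency is read from the fitted curve at half-maximal effect; % is scaled to controls: 0 for no effect and ±100 for the full control effect; nearly all actives have a fitted effect of over 60% in size; hits raise eYFP signal because A3G escapes Vif-driven loss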
Target sequence (Q9HC16 whole entry, looked up): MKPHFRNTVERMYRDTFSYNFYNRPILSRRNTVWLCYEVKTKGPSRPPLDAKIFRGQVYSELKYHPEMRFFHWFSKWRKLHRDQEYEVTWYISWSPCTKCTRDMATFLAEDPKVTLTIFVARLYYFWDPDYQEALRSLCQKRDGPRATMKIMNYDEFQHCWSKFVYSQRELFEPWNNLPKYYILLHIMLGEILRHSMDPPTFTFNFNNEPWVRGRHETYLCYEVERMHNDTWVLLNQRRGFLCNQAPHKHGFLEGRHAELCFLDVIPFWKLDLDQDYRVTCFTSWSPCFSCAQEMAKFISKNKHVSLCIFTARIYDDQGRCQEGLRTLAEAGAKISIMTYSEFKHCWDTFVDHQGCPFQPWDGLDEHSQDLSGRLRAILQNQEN
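Read-out is eYFP fluorescence (Ex 488/Em 500-530) from Vif-expressing HeLa A3G-eYFP cells; more signal means A3G escaped Vif-mediated degradation. Cells plated overnight, compound pinned in, incubated overnight at 37 deg C.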
Vif-A3F inh – qHTS for Inhibitors of Vif-A3F Interactions: qHTS; HeLa A3F-eYFP + Vif (tagged APOBEC3F with the HIV-1 protein that degrades it), YFP fluorescence increase; Potency, µM (series often up to 46.1 µM), for the others: top-dose activity, negative = active; hit rate 0.2% among 390,000; also: potency is read from the fitted curve at half-maximal effect; % of control where 0% means no effect; nearly all actives have a fitted effect of over 65% in size
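Fluorescence increase (Ex 488/Em 500-530) after overnight compound treatment at 37 deg C flags inhibition of Vif-driven A3F-eYFP loss in stable HeLa A3F-eYFP/Vif cells seeded overnight beforehand.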
D1 PAM – Potentiators of Human D1 Dopamine Receptor: qHTS. HEK293 TREx D1 cells, calcium flux, dopamine EC20 potentiation. hit rate 0.036% among 360,000. potentiation, % at 10 µM. AID 504651, 2011. D(1A) dopamine receptor (Homo sapiens), P21728; in the data active = potentiation above about 30%; also: 0% is about no effect
* = called active by the depositor; ? = inconclusive; · = not tested or not shown; & = joins results of further samples. Unless noted, calls follow the shape of the dose curve; as a rule, active = well fitted curve in the direction sought with a large enough effect; inconclusive = small, poorly fitted or top-dose-only effect, or another doubt; inactive = no such curve, though single readings can be large; an effect the other way counts as inactive or inconclusive.

SMILES	Glioma ERSR ind	LDHA block	D1 antagonist	D1 ag	D2 PAM	RXFP1 ag	Vif-A3G inh	Vif-A3F inh	D1 PAM
CCOc1ccc(S(=O)(=O)NCc2ccco2)cc1	-6%	6&-8	10	2	-29	-0.2%	2%	6%	-5
COc1ccc(S(=O)(=O)N2CCOCC2)cc1NC(=O)COc1ccc2c(C)cc(=O)oc2c1	0%	-5	·	·	·	·	-2%	1%	·
Cc1ccc2nc(NC(=O)c3ccc4ncsc4c3)sc2c1	1%	0	1	-1	1	11%	-1%	1%	2
CCCCOc1ccc(N(CC(=O)NCc2ccccc2)C(=O)c2csnn2)cc1	19%	-5	-22	0	10	0.1%	1%	-11%	·
COc1ccc(CC(=O)N(C)Cc2ccc(C(C)(C)C)cc2)cc1S(=O)(=O)N1CCOCC1	2%	-3	6	-1	13	1.1%	1%	4%	-17
Cc1nn(S(=O)(=O)c2ccc(Cl)cc2)c(C)c1Sc1ccc([N+](=O)[O-])cc1	-3%	-3	-2	2	9	-0.5%	-1%	5%	3
CN(C(=O)CSc1nc2ccc(NC(=O)COc3ccc(Cl)cc3)cc2s1)c1ccccc1	0%	-2	14	4	-13	2.5%	-29%	6%	-1
COC(=O)c1cnc2c(C(F)(F)F)cccc2c1OC	-6%	-12	-28	1	15	3.5%	1%	-2%	-3
O=C1CC(N2CCSCC2)C(=O)N1c1cccc(Cl)c1 (stereo not given)	-5%	-1	8	2	2	1.8%	1%	-5%	-1
COC(=O)c1cc(OC)c(OC)c(OC)c1[N+](=O)[O-]	-1%	-17	3	0	-8	2.9%	-3%	4%	-2
Cc1ccc(C(=O)NCCc2nnc3ccc(SCC(=O)Nc4nnc(C)s4)nn23)cc1	-3%	-7	·	·	·	·	1%	-5%	·
O=C1CC(N(CCc2ccccc2)C(=S)Nc2ccccc2)C(=O)N1c1ccc(F)cc1 (stereo not given)	11%	-4	17	8	1	0.0%	-7%	-10%	-8
CCOc1cc(CNc2ccc(S(N)(=O)=O)cc2)cc(Cl)c1OC	-1%	-3	-9	2	18	1.3%	0%	1%	2
CCC(=O)N1CCN(c2ccccc2NC(=O)Cc2ccc(Cl)cc2)CC1	-1%	-14	0	-1	0	-0.2%	3%	-13%	-1
CN1CCCC2(CCCN(Cc3nc(Cc4cccc(C(F)(F)F)c4)no3)C2)C1 (stereo not given)	-1%	-5	15	6	-3	0.8%	7%	3%	-2
CC1CCCCN1c1csc2ccc(F)cc2c1=O (stereo not given)	0%	-6	-28	-1	-5	-0.3%	-3%	4%	-1
CCN(CCCNS(=O)(=O)c1cc(-c2cc(C)no2)ccc1C)Cc1ccccc1	-4%	0	-1	1	12	0.3%	0%	2%	-5
COc1ccc(/C(N)=N/OC(=O)c2ccc(C)c([N+](=O)[O-])c2)cc1	11%	-2	-7	5	-1	-1.7%	-8%	-1%	4
CCc1ccccc1NC(=O)CNC(=O)c1cc(C2CC2)nc2c1cnn2C(C)C	-4%	-10	-17	1	-20	1.8%	-2%	-1%	5
CC1CCCCC1NC(=S)NC(=O)c1ccccc1Br (stereo not given)	-1%	-4	11	0	5	-0.2%	0%	-1%	3
COc1ccc(CCN2C(=O)NC(NC(=O)C(C)(C)C)(C(F)(F)F)C2=O)cc1OC (stereo not given)	-2%	0	7	3	-6	-0.2%	2%	1%	0
Cn1nnnc1Sc1ncnc2scc(I)c12	·	0	-23	1	·	·	·	·	9
Cc1ccc(-n2c(SCC(=O)NCc3ccco3)nc3c([nH]c4ccccc43)c2=O)cc1	1%	-9	-17	2	-11	-2.3%	-1%	-4%	-8
COc1cc(CNC(=O)c2ccc(Cn3nc(C)c(Cl)c3C)o2)cc(OC)c1	-3%	2	-2	6	20	1.3%	-1%	2%	-8

Copied from the list.
In LDHA block, `Cn1nnnc1Sc1ncnc2scc(I)c12` is listed with 0
In D1 antagonist, `CN1CCCC2(CCCN(Cc3nc(Cc4cccc(C(F)(F)F)c4)no3)C2)C1` (stereo not given) is listed with 15
In D1 ag, `COc1cc(CNC(=O)c2ccc(Cn3nc(C)c(Cl)c3C)o2)cc(OC)c1` is listed with 6

The list goes on:
SMILES	Glioma ERSR ind	LDHA block	D1 antagonist	D1 ag	D2 PAM	RXFP1 ag	Vif-A3G inh	Vif-A3F inh	D1 PAM
Cc1ccc(C(=O)N/C(=C/c2ccco2)C(=O)N2CCOCC2)cc1	-3%	2	-4	5	-2	3.5%	2%	12%	·
CC(NC(=O)c1cc2c(=O)n3ccccc3nc2n(C(C)C)c1=N)c1ccccc1 (stereo not given)	-1%	-9	-12	-1	6	19%	2%	-6%	-1
COc1ccc2c(c1)CCCC21NC(=O)N(CC(=O)c2cc(F)ccc2F)C1=O (stereo not given)	-2%	2	12	5	6	1.0%	1%	-2%	-3
O=C(c1c(F)cccc1F)N1CCCC(c2nc(-c3cccs3)no2)C1 (stereo not given)	2%	-12	12	2	·	1.5%	0%	7%	-12
CS(=O)(=O)c1ccc(C(=O)OCC(=O)NC23CC4CC(CC(C4)C2)C3)cc1[N+](=O)[O-]	-5%	-10	44	5	13	-0.3%	-26%	?	4
O=C(N/N=C\c1ccc[nH]1)C1COc2ccccc2O1 (stereo not given)	-4%	-1	-4	0	3	1.0%	1%	-6%	-1
Cc1ccc(S(=O)(=O)NCCc2nc3ccccc3[nH]2)cc1	-2%	2	0	1	6	-0.2%	0%	-12%	-3
COc1ccc(N2CCN(C(=O)Cc3nn(C)c(=O)c4ccccc34)CC2)cc1	2%	2	-6	4	16	0.4%	0%	-13%	5
COc1ccc(C2C3=C(CC(C)(C)CC3=O)Nc3c2c(=O)[nH]c(=O)n3Cc2ccccc2)cc1OC (stereo not given)	-4%	1	-11	10	-3	0.3%	-2%	-3%	-1
CC(C)C(=O)NC(c1ccco1)c1ccc2cccnc2c1O (stereo not given)	2%	7	6	0	-3	1.4%	-6%	6%	-3
COc1ccc(CCNC(=O)[C@H](C)NC(=O)N2CCn3c2nc2ccccc23)cc1OC	0%	-3	-2	1	-4	0.6%	3%	1%	-3
COc1ccccc1C1SCCN1C(=O)c1ccc([N+](=O)[O-])cc1 (stereo not given)	-3%	-2	-11	-1	12	1.8%	-6%	-6%	-9

Laid out differently: entries from further up
Structure,Glioma ERSR ind,LDHA block,D1 antagonist,D1 ag,D2 PAM,RXFP1 ag,Vif-A3G inh,Vif-A3F inh,D1 PAM
COc1ccc2c(c1)CCCC21NC(=O)N(CC(=O)c2cc(F)ccc2F)C1=O (stereo not given),-2%,2,12,5,6,1.0%,1%,-2%,-3
O=C(c1c(F)cccc1F)N1CCCC(c2nc(-c3cccs3)no2)C1 (stereo not given),2%,-12,12,2,·,1.5%,0%,7%,-12
CS(=O)(=O)c1ccc(C(=O)OCC(=O)NC23CC4CC(CC(C4)C2)C3)cc1[N+](=O)[O-],-5%,-10,44,5,13,-0.3%,-26%,?,4
O=C(N/N=C\c1ccc[nH]1)C1COc2ccccc2O1 (stereo not given),-4%,-1,-4,0,3,1.0%,1%,-6%,-1
Cc1ccc(S(=O)(=O)NCCc2nc3ccccc3[nH]2)cc1,-2%,2,0,1,6,-0.2%,0%,-12%,-3

Following part
SMILES	Glioma ERSR ind	LDHA block	D1 antagonist	D1 ag	D2 PAM	RXFP1 ag	Vif-A3G inh	Vif-A3F inh	D1 PAM
O=C(c1ccoc1)N1CCN(c2cc(-c3cccnc3)nc3cc(-c4cccc(Cl)c4)nn23)CC1	-7%	-8	·	·	·	·	-16%	-3%	·
NC(=O)c1ccsc1NC(=O)COC(=O)CNC(=O)c1ccc(F)cc1	-1%	2	-14	2	-7	3.1%	-2%	-6%	-10
CCOC(=O)c1c(NC(=O)COc2ccc(OC)cc2)sc(C(=O)N(CC)CC)c1C	·	2	-5	4	4	-0.2%	·	·	-2
C(=C\c1ccccc1)/C=N/Nc1ccc2nncn2n1	0%	-6	0	1	-5	-2.0%	0%	0%	-2
CCCCNC(=O)c1sc(=S)n2c1[nH]c(=O)c1ccc(C(=O)NCCc3ccc(OC)c(OC)c3)cc12	-4%	0	-2	3	-5	1.0%	1%	-8%	-5
COc1ccc(C(=O)N/N=C2/SCC(=O)N2Cc2ccc3c(c2)OCO3)cc1OC	-1%	2	·	·	·	2.0%	0%	-4%	·
O=C(Nc1ccccc1Cl)c1ccn[nH]1	6%	-1	-8	2	25	-0.9%	-7%	-7%	-8
CC(C)CN(C(=O)COC(=O)c1cccnc1Cl)c1c(N)n(Cc2ccccc2)c(=O)[nH]c1=O	2%	-2	-35*	2	10	0.9%	-1%	-10%	-9
CN(C(=O)c1ccc(NC(=O)Cc2ccc(NC(=O)C3CCN(C(=O)CCc4ccccc4)CC3)cc2)cc1)C1CC1	-2%	1	4	5	4	1.5%	7%	-3%	1
Cc1nc2ccccn2c1/C(O)=C1\C(=O)C(=O)N(CCN2CCOCC2)C1c1cccs1 (stereo not given)	-1%	8	-2	0	-1	14%	1%	-5%	-1
COc1cc(C(=O)N/N=C/c2ccc(OC(=O)c3ccccc3Cl)c(OC)c2)ccc1O	-5%	-2	-14	0	14	0.6%	?	-6%	-3
CCOC(=O)c1oc2ccc(S(=O)(=O)n3nc(-c4ccc(OC)cc4)cc3N)cc2c1C	-4%	-2	7	6	11	0.0%	-19%	-4%	1
Cc1sc(NC(=O)CN(C(=O)c2ccccc2F)C2CCCC2)c(C(N)=O)c1C	-6%	-1	-4	1	3	0.1%	-2%	11%	-2
COc1ccc(S(=O)(=O)C(C#N)c2nc3ccccc3nc2N2CCC(C)CC2)cc1 (stereo not given)	·	·	-2	4	-3	-1.3%	·	·	-1
CC1CCC/C(=C\c2ccc(O)cc2)C1=O (stereo not given)	4%	0	·	·	·	·	-2%	1%	·

These rows are one share of the data; the hit share may differ from the screen's.
